D1 PAM: enhances dopamine response at the human D1 receptor. P21728. HEK293 TREx D1 cells, calcium flux, dopamine EC20 potentiation. potentiation, % at 10 µM. hit rate 0.036% among 360,000. AID 504651; in the data active = potentiation above about 30%; note: 0% is about no effect
RXFP1 antag: blocks the human relaxin receptor RXFP1. AID 1259400. activity change, negative = inhibition, % at 57.5 µM. HEK293-RXFP1, relaxin-stimulated cAMP HTRF, 30 min; stronger effect = lower value. hit rate 0.59% among 350,000;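 active = activity change of -60% or lower, but not beyond a set lower limit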; note: % is set by controls: 0 for no effect and ±100 for the full control effect
TRHR PAM: allosteric enhancers of human TRH receptor. enhancement, % at 2 µM. TRHR cells, fluo-8 calcium fluorescence, EC20 TRH enhancement. P34981. hit rate 0.66% among 360,000. AID 493056; in the data active = enhancement above about 30%; note: 0% is about no effect
Target sequence (P34981 whole entry, looked up): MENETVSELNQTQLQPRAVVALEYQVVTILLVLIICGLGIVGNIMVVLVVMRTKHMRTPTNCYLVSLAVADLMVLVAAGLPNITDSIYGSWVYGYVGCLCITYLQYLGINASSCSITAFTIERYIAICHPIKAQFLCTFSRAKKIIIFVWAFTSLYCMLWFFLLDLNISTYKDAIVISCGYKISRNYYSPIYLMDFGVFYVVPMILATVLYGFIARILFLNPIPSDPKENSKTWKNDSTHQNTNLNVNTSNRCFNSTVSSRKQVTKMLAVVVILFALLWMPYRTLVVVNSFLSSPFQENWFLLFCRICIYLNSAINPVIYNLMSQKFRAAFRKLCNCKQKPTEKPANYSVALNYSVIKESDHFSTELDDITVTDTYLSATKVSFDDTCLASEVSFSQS
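Enhancer read-out: after compound pinning and an initial kinetic agonist-mode read, an EC20 of TRH (10 nM final) was injected and fluo-8 calcium signal (Ex 480/Em 530) followed at 1 s/cycle for 100 cycles in TRHR-expressing cells.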
D1 antagonist: antagonists of human D1 dopamine receptor; P21728; HEK293 TREx D1 cells, calcium flux, dopamine EC80; stronger effect = lower value; activity change, negative = inhibition, % at 10 µM; hit rate 3.2% among 360,000; AID 504652; in the data active = activity change below about -30%; note: % is set by controls: 0 for no effect and ±100 for the full control effect
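Inducible Hek293 Trex D1 cells (tetracycline, overnight, 30 C). Calcium dye 30–90 min RT. Antagonist mode: EC80 dopamine added after 180 s compound read.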
D2 agonist: D2 dopamine receptor (human) agonism | activation, % at 2 µM | P14416 | HEK293 T-REx D2 cells, calcium flux agonist mode | AID 485358 | hit rate 0.53% among 340,000;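 active = activation over 3 SD above normal in the single-dose calcium agonist read, cut at about 30% in these data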; note: 0% is about no effect
Target sequence (P14416 whole entry, looked up): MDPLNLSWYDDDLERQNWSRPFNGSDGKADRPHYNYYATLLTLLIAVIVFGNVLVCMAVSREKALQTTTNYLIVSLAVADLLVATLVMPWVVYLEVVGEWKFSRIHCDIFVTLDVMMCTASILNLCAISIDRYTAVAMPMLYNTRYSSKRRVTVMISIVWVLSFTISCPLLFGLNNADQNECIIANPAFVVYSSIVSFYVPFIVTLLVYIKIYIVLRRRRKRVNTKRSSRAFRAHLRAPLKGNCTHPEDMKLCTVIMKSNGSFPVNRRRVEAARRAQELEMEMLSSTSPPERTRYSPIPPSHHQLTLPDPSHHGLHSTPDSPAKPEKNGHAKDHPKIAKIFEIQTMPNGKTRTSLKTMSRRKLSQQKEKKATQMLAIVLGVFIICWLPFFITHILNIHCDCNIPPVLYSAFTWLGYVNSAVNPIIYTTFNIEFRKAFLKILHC
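Agonism is scored from calcium flux in a force-coupled, inducible HEK293 cell line expressing D2, read kinetically for 180 s after compound addition against dopamine controls.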
D2 antag: antagonizes the human D2 dopamine receptor. AID 485344. hit rate 2% among 340,000. HEK293 TREx D2 cells, calcium flux, dopamine EC80. inhibition, % at 10 µM; in the data active = inhibition above about 30%; note: 0% is about no effect
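In this primary screen, negative modulation is detected by tracking calcium flux after an EC80 dopamine challenge in inducible HEK293 T-REx D2 cells preexposed to test compound for 180 s.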
TRHR ag: activates the human TRH receptor; activation, % at 2 µM; TRHR cells, calcium flux fluo-8, FDSS agonist mode; P34981; AID 493084; hit rate 0.18% among 360,000; note: 0% is about no effect
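Agonist-mode FDSS calcium read (Ex 480/Em 530, 1 s cycles) in 1536-well TRHR cells with fluo-8 dye, after 10-cycle baseline and 23 nL compound addition; TRH at EC20 (10 nM final) added afterwards for the enhancer phase.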
D2 PAM: positively modulates the human D2 dopamine receptor allosterically; P14416; HEK293 T-REx D2, calcium flux, EC20 dopamine potentiation; potentiation, % at 10 µM; hit rate 0.34% among 340,000;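 active = potentiation over 3 SD above the plate norm, cut at about 30% in these data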; note: 0% is about no effect
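Primary screen. Calcium kinetics in induced HEK293 T-REx D2 cells: compound pre-addition 180 s, EC20 dopamine, 180 s more.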
D1 ag: agonists of human D1 dopamine receptor; P21728; HEK293 T-REx D1 cells, calcium flux, agonist mode; activation, % at 2 µM; hit rate 1% among 360,000; note: 0% is about no effect
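Agonism was scored from calcium flux recorded over 180 s (1 read/s) after pintool compound addition, following a 10-cycle baseline. Cells were inducible force-coupled HEK293 TREx D1, plated overnight at 30 C and loaded with no-wash calcium dye.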
Numbers without * were called inactive; / = not tested or not shown. Cut-off read from the data, not from the text of the source, unless noted: active = activation above about 30%; inactive = the rest.

SMILES	D1 PAM	RXFP1 antag	TRHR PAM	D1 antagonist	D2 agonist	D2 antag	TRHR ag	D2 PAM	D1 ag
Cc1ccc(OCC(=O)Nc2ccc(CN3CCCCC3)cc2)c(C)c1	-4.5	-12.7	3.1	-24.3	0.5	16.9	1.4	-7.6	13.3
O=C(CC1SC(=Nc2ccc(O)cc2)NC1=O)Nc1ccccc1 (stereo not drawn)	0.4	-11.7	53.1*	-5.1	-0.1	-12.0	0.4	10.7	1.4
CC(Cc1ccccn1)NC(=O)c1ccc(OC2CCN(Cc3ccccn3)CC2)cc1 (stereo not drawn)	-1.1	11.6	4.0	-7.9	1.3	-2.6	1.3	2.1	6.2
Cc1noc(C)c1CCC(=O)NC1CCCN(Cc2ccc(Cl)cc2)C1 (stereo not drawn)	-3.5	8.8	-4.7	24.3	1.0	1.6	0.0	1.1	2.0
CC(C)c1ccc(NC2CCCN(C(=O)CCN3CCOCC3)C2)cc1 (stereo not drawn)	2.6	7.9	0.7	9.5	-0.7	-7.9	0.0	2.5	2.8
COc1cc(CNC(C)(C)CO)ccc1OCC(=O)NC(C)(C)C	-4.6	4.7	-0.1	15.5	0.4	-7.6	0.2	12.4	0.5
O=C(CSc1nc2ccc(NC(=O)c3ccccc3C(=O)O)cc2s1)Nc1ccc(F)c([N+](=O)[O-])c1	/	-4.4	8.5	-17.9	-1.1	11.4	-0.3	2.2	19.6
CCNC(=O)CSc1nnc(CN2CCCCCC2=O)n1-c1ccccn1	-1.4	1.9	-3.5	9.8	/	/	-0.9	/	3.4
O=C(O)CCC(=O)NCc1c(Cl)cccc1Sc1ccc(Cl)cc1	-2.3	12.9	1.6	-8.4	-2.9	2.3	-0.3	-3.2	2.6
CC(=C1C(=O)c2ccccc2C1=O)N1CCN(c2ccccn2)CC1	1.4	-3.7	-2.8	-12.2	62.2*	56.1*	0.5	-18.3	0.6
CN(C)c1ccc(P(=O)(OCc2ccccc2)C(O)c2cccnc2)cc1 (stereo not drawn)	-6.1	-3.2	0.7	11.2	0.0	-10.0	-0.2	3.5	7.0
O=C(OC1CCN(c2ncc(C(F)(F)F)cc2Cl)CC1)c1ccccc1	-0.8	-6.3	-2.7	2.5	0.6	-4.7	0.6	14.0	2.8
O=[N+]([O-])c1ccccc1S(=O)(=O)NC1CCCC1	-0.3	2.4	7.6	2.5	-0.2	-11.4	0.2	16.5	2.9
CCn1c(SCC(=O)NC2CCCC2)nnc1C(C)C	-6.8	-12.2	0.6	-3.6	1.4	-26.3	0.7	-10.5	4.7
CCOC(=O)c1sc2nc(C)[nH]c(=O)c2c1C	-4.5	1.0	-0.3	5.5	0.7	3.1	0.5	0.4	1.3
CCOc1ccccc1N1CCN(C(=S)NCc2ccco2)CC1	8.4	-0.8	6.0	-3.6	0.7	-3.1	-0.8	-8.2	5.2
Cc1cccc(N2CCN(c3cc(C)nc4c(-c5ccc(Cl)cc5)c(C)nn34)CC2C)c1 (stereo not drawn)	0.0	0.9	-1.7	33.8	-0.1	/	0.7	-5.6	3.3
O=C(NNC1=NS(=O)(=O)c2ccccc21)c1ccc(Cl)cc1	-9.1	5.2	2.8	-25.4	3.1	-3.3	-0.1	11.9	0.2
Cc1cc(C(F)F)n2ncc(C(=O)N3CCCCC3)c2n1	-1.4	0.7	20.8	27.4	1.0	18.0	-0.4	-9.7	1.0
COc1ccc(C(CNC(=O)c2oc3ccccc3c2C)N2CCCCC2)cc1 (stereo not drawn)	-2.7	-34.1	1.8	14.3	/	/	-0.9	-14.3	-0.5
CCNC(=O)c1c2c(nc3ccccc13)C(=O)N(C1CCCCC1)C2	-2.6	-16.2	-5.2	-0.5	/	/	0.4	3.4	1.4
COc1nc(C)nc2c1sc(=S)n2C	1.8	13.0	-0.3	-0.2	0.7	-21.2	0.2	6.0	1.3
O=C(Cc1ccccc1)NNC(=O)c1cnccn1	-7.7	-5.7	-0.4	2.9	1.0	-10.1	0.3	-0.9	4.6
O=C(OCCN1C(=O)c2ccccc2C1=O)c1ccco1	-6.2	-11.9	-0.8	6.9	-0.7	-22.0	-0.1	6.9	1.6
CCOC(=O)N1CCC(N2C(=O)c3ccccc3C2Nc2ccccc2)CC1 (stereo not drawn)	-5.6	-4.4	-2.2	12.3	0.1	22.0	0.0	-1.4	0.9
Cc1ccc2nc(Cl)c(/C=N/NC(=O)[C@H]3C[C@@H]3c3ccccc3)cc2c1	-3.9	13.4	4.8	1.8	/	/	0.1	/	0.6
COc1cc(CNn2nnnc2N)cc(Br)c1OCc1c(Cl)cccc1Cl	0.1	-13.4	0.5	0.1	-0.4	-0.9	-0.8	6.6	-0.6
Cn1c(CNC(=O)OC(C)(C)C)nnc1SCc1c(Cl)cccc1Cl	1.5	-2.2	1.6	-12.2	-0.5	-8.6	-0.3	-11.6	9.1
Cc1cc(OCC(=O)Nc2ccncc2)ccc1[N+](=O)[O-]	-4.1	-10.6	-3.3	-12.2	0.7	-0.6	0.3	1.1	15.9
Fc1ccccc1Cc1noc(CN2CCCC(CN3CCOCC3)C2)n1 (stereo not drawn)	8.0	2.6	10.6	-0.3	0.5	-10.4	-0.4	6.8	0.9
COc1ccc(NC(=O)CSCc2ccc([N+](=O)[O-])cc2)cc1OC	-4.0	-6.2	-0.3	-5.8	-2.0	6.9	0.5	-0.5	13.0
O=C(CCNc1cccc(Cl)c1)c1ccco1	1.0	-1.0	5.5	7.5	0.2	8.7	-0.3	-3.1	-0.2
COC(=O)c1ccccc1NC(=O)C1CC(c2ccccc2O)=NO1 (stereo not drawn)	-1.6	-12.6	1.1	11.8	-2.4	-19.2	0.2	-1.5	4.5
O=C(COC(=O)[C@@H]1CC(O)CN1S(=O)(=O)c1ccccc1[N+](=O)[O-])c1ccccc1 (stereo partly drawn)	-1.1	-8.4	20.5	0.5	3.1	-8.6	0.2	6.1	1.4
CC1(C)CC2(C)Nc3ccccc3N2C(=S)N1 (stereo not drawn)	-2.9	-14.4	2.9	-3.5	-0.2	-1.8	0.0	-3.7	3.7
c1coc(CNc2nc(-c3ccncc3)cs2)c1	-3.9	0.8	0.2	-4.8	/	/	1.4	32.1*	9.0
Cc1ccc(-c2nnc(N3CCCCC3)c3ccccc23)cc1S(=O)(=O)N(C)C	-0.2	-6.8	-11.1	1.9	1.2	12.8	0.3	-0.9	0.6
O=C(NCc1ccc2c(c1)OCO2)c1ccc(NC(=O)C2CCCO2)cc1 (stereo not drawn)	1.6	-7.6	-8.8	-11.8	-0.9	23.8	0.3	-9.8	-1.7
CCOC(=O)c1c(-c2ccc(C)o2)csc1NC(=O)COC(=O)c1cccs1	3.0	-9.4	-4.6	13.1	2.5	4.7	0.6	-1.5	7.3
Cc1cc(Sc2nnc(N)s2)c2ccccc2n1	-0.7	/	6.4	-4.1	-0.8	4.0	-1.3	12.6	0.4

Four entries picked at random from those above, as already listed:
SMILES	D1 PAM	RXFP1 antag	TRHR PAM	D1 antagonist	D2 agonist	D2 antag	TRHR ag	D2 PAM	D1 ag
O=C(NCc1ccc2c(c1)OCO2)c1ccc(NC(=O)C2CCCO2)cc1 (stereo not drawn)	1.6	-7.6	-8.8	-11.8	-0.9	23.8	0.3	-9.8	-1.7
O=C(COC(=O)[C@@H]1CC(O)CN1S(=O)(=O)c1ccccc1[N+](=O)[O-])c1ccccc1 (stereo partly drawn)	-1.1	-8.4	20.5	0.5	3.1	-8.6	0.2	6.1	1.4
CC1(C)CC2(C)Nc3ccccc3N2C(=S)N1 (stereo not drawn)	-2.9	-14.4	2.9	-3.5	-0.2	-1.8	0.0	-3.7	3.7
CCOC(=O)c1c(-c2ccc(C)o2)csc1NC(=O)COC(=O)c1cccs1	3.0	-9.4	-4.6	13.1	2.5	4.7	0.6	-1.5	7.3

Next part.
SMILES	D1 PAM	RXFP1 antag	TRHR PAM	D1 antagonist	D2 agonist	D2 antag	TRHR ag	D2 PAM	D1 ag
Cc1cc(NNC(=O)Nc2cccc(Cl)c2)nc2c1c(C)nn2C	2.7	/	-5.0	-10.4	-0.3	7.8	0.0	7.5	8.5
Cc1nnc(SCC(=O)Nc2cccc(Br)c2)s1	0.8	8.1	1.9	1.7	0.3	24.0	0.8	10.9	8.4
O=C1NC[C@@H](Cc2ccc(O)cc2)N(CCc2cccc(F)c2)C1=O	-0.5	/	-1.2	-5.2	1.7	0.4	-0.1	-2.5	6.4
Cc1ccc(NC(=O)c2c(C)nc3sc(C(=O)Nc4ccc(F)cc4)c(N)c3c2-c2ccccc2Cl)c(C)c1	1.2	3.1	-1.5	-39.0*	/	/	1.1	0.5	5.2
CCOC(=O)c1cn(CC(=O)Nc2ccc(C)cc2)nn1	-5.5	11.7	-13.4	-25.6	0.5	-0.7	0.1	7.0	2.4
COc1ccc(S(=O)(=O)N2CCOCC2)cc1NC(=O)c1cc2ccccc2o1	-4.0	-10.7	-3.4	6.8	-0.9	4.3	0.3	6.2	-0.4
COC(=O)c1cc2sc(Cl)cc2n1Cc1nc(-c2ccccc2C)oc1C	-0.2	1.7	-0.9	-6.7	0.1	/	0.1	24.8	0.6
O=C(CC(=O)N/N=C/c1c(F)cccc1Cl)NCCc1ccccc1	-1.4	3.0	-2.5	-0.6	0.2	-5.8	0.7	-5.2	2.3
Cc1cccc2cc(CN(CC3CCCO3)C(=S)Nc3ccccc3)c(=O)[nH]c12 (stereo not drawn)	-3.6	-1.0	2.6	7.8	0.4	-1.0	0.3	-3.0	2.1
O=C(CN1C(=O)NC2(CCCCC2)C1=O)N1CCN(S(=O)(=O)c2ccc(Cl)s2)CC1	-1.2	-13.6	4.5	1.8	0.2	-7.7	-0.5	0.3	1.0
Cc1cc2cc(CN(Cc3nnnn3C3CCCCC3)CC3CCCO3)c(=O)[nH]c2cc1C (stereo not drawn)	1.8	-8.2	4.1	3.4	-1.4	-0.9	-0.8	2.1	-0.1
CC(=O)Nc1sc2c(c1C(N)=O)CCCC2	-2.8	6.8	0.4	7.3	-0.6	-6.1	-0.6	-6.9	2.3
CCN1CCN(C(=O)C2CCN(C(=O)Nc3ccccc3)CC2)CC1	-4.2	0.8	16.6	-6.3	0.4	-24.2	-0.4	5.2	3.2
COc1ccc(OC)c(-n2nnnc2SCC(=O)Nc2ccc(C(=O)N3CCCCC3)cc2)c1	-2.2	0.0	3.3	-12.1	0.2	-14.5	-0.9	3.6	9.0
C=CCNc1nc(N)c([N+](=O)[O-])c(Nc2ccccc2OC)n1	4.4	-1.5	-4.0	18.9	0.6	-25.5	-0.8	6.7	0.0
COc1ccccc1OCC(=O)NC1CC(=O)N(c2ccc3c(c2)OCCO3)C1 (stereo not drawn)	0.8	/	-2.9	/	/	/	-0.2	/	-1.1
Nc1ccc(C(=O)OCC(=O)c2cccc([N+](=O)[O-])c2)cc1	8.0	-19.9	0.5	-1.5	-0.9	-3.5	-0.3	7.2	8.3
O=C(Nc1ccccc1)C1=C[C@@H](c2ccc(Br)cc2)C[C@@H](OCc2ccc(CO)cc2)O1	3.0	/	-1.5	-4.9	-0.9	17.6	0.6	7.9	6.5

Not a hit list. About 7.3% of those tested had a hit in this group.
